PI4K2A block: PI4K2A (human) kinase inhibition | Q9BTU6 | purified PI4K2A, ADP-Glo luminescence, 1 h; stronger effect = lower value | activity change, negative = inhibition, % at 76.9 µM | 0.13% of 420,000 active | AID 1346378; in the data active means activity change below about -50%; inconclusive means mostly about -30% to -49%;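 further: -100% = wells without enzyme as full effect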
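Compounds are screened against recombinant PI4K2A using PI as substrate and ATP, the latter dispensed at 300 microM. Reactions run one hour at ambient temperature before ADP-Glo detection; full inhibition defined by wells lacking enzyme.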
JMJD2A Tudor inh: JMJD2A Tudor domain (human) inhibition | O75164 | AlphaScreen JMJD2A-Tudor / H3K4me3 peptide binding | Potency, µM (top dose mostly 114 µM), inactives show at the top dose activity change, negative = inhibition, actives largely listed as inhibitors | 4.4% of 390,000 active; further: potency means the concentration at half of the fitted maximal effect; on the % scale 0 is the no-effect control and ±100 the full control effect; nearly all actives have a fitted effect of over 50% in size
Target sequence (O75164 whole entry, looked up, the tested form may be a part): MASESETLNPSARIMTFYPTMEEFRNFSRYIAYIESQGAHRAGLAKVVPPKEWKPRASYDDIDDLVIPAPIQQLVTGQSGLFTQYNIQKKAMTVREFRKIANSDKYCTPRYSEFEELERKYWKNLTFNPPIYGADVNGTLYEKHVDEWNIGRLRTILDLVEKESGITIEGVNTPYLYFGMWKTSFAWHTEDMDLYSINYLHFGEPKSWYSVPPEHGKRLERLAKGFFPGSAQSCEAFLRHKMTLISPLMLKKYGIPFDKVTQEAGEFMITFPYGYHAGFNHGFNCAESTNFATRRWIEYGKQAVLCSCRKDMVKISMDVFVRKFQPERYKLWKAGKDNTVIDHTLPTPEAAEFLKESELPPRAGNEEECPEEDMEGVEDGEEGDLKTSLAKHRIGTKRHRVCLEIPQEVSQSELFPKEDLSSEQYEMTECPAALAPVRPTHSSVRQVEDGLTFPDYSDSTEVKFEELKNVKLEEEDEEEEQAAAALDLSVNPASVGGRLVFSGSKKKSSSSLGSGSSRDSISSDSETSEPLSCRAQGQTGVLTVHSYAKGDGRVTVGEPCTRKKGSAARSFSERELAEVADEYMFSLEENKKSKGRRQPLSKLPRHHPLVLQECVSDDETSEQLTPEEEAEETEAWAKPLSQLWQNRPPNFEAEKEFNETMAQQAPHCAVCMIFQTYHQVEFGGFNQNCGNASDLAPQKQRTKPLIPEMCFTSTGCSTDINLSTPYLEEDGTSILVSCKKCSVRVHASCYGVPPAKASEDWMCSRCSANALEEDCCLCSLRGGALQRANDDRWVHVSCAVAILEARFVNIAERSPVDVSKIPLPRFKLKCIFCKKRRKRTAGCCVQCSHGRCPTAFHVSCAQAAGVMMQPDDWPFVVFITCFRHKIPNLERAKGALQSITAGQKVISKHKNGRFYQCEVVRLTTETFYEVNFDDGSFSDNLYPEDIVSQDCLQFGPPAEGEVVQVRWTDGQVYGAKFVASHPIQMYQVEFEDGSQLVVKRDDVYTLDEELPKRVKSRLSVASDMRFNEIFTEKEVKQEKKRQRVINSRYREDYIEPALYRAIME
Pin1 inhibitor: blocks the human prolyl isomerase Pin1; Q13526; Pin1 FP peptide displacement, HiFluor488, 10 min; Potency, µM (series often up to 115 µM), for inactives: at the highest dose activity, negative = inhibition, hits mostly inhibitors; AID 504891; 0.009% of 390,000 active; active means well fitted inhibition curve with a large enough effect in the polarisation, with a control signal flat, not every such curve was filed as active; inconclusive means small, poorly fitted or top-dose-only effect, or effect the other way, or a change in a side signal; inactive means no such curve, though single readings can be large or run the other way; the % refers to the polarisation; further: potency means the concentration at half of the fitted maximal effect; on the % scale 0 is the no-effect control and ±100 the full control effect
GLS inh: glutaminase GLS (human) inhibition; O94925; GLS enzymatic activity, qHTS titration; Potency, µM (titrated, usually from 45.5 µM), for inactives: top-dose activity change, negative = inhibition, hits mostly inhibitors; 0.21% of 410,000 active; further: potency means the concentration at half of the fitted maximal effect; on the % scale 0 is the no-effect control and ±100 the full control effect
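Enzyme dispensed in phosphate buffer (45 mM, pH 8.2, 0.02% Tween-20), compounds pinned in, then 1 mM L-glutamine solution and the glutamate oxidase–HRP–Amplex Red mix added; fluorescence read immediately and again after 30 min at room temperature.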
BAZ2B block: blocks human BAZ2B. Q9UIF8. AlphaScreen BAZ2B-H3K14Ac peptide displacement. Potency, µM (top dose mostly 114 µM), for the others: top-dose activity change, negative = inhibition, hits mostly inhibitors. 4.4% of 360,000 active; further: potency means the concentration at half of the fitted maximal effect; on the % scale 0 is the no-effect control and ±100 the full control effect; nearly all actives have a fitted effect of over 60% in size
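Inhibition is scored as reduced AlphaScreen emission. The BAZ2B/b-H3(5-23)K14Ac complex (50 nM each) in PBS pH 7.4, 0.01% Tween-20 meets compound (up to 110 uM) for 30 min at RT before bead addition.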
ERG-DNA inh: blocks human ERG Ets domain binding to DNA | P11308 | fluorescence polarization, His-ERG Ets domain / labelled DNA | Potency, µM (doses to about 76.9 µM), for the others: at the top dose FP activity, negative = inhibition, usual class: inhibitors | 0.028% of 370,000 active | AID 624246; active means well fitted inhibition curve with a large enough effect in the polarisation, with a control signal flat; inconclusive means small, poorly fitted or top-dose-only effect, or effect the other way, or a change in a side signal; inactive means no such curve, though single readings can be large or run the other way; the % refers to the polarisation;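 further: polarization taken with two DNA probes labelled with fluorescein and Texas red; potency means the concentration at half of the fitted maximal effect; % of control where 0% means no effect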
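His-tagged ERG Ets domain (1 uM in the protein solution; 300mM KCl, 50mM Tris-HCl, 1mM EDTA, 1mM DTT, pH 7.5) received compound, then a probe mix of 5 nM fluorescein-DNA and 100nM Texas-615-DNA. Fluorescence polarization was read for both dyes.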
G9a inh: G9a (human) methyltransferase inhibition | G9a H3K9 monomethylation, AlphaScreen, 2 h | 8.8% of 350,000 active | Potency, µM (series often up to 102 µM), without a hit: top-dose activity, negative = inhibition, hits mostly inhibitors | AID 504332; further: potency means the concentration at half of the fitted maximal effect; on the % scale 0 is the no-effect control and ±100 the full control effect; nearly all actives have a fitted effect of over 75% in size
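Using a bead-based AlphaScreen, monomethylated H3K9 product from 2 h room-temperature reactions (G9a 20 nM, peptide 500 nM, SAM 20 uM) was detected with 0.5 ug/mL rabbit anti-H3K9me1 antibody.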
PGK inhibitor: T. brucei PGK inhibition | PGK/GAPDH coupled, Kinase-Glo luminescence, 60 min | 0.043% of 380,000 active | AID 602233 | Potency, µM (top dose mostly 57.5 µM), without a hit: top-dose activity change, negative = inhibition, hits mostly inhibitors | P07378; further: potency means the concentration at half of the fitted maximal effect; on the % scale 0 is the no-effect control and ±100 the full control effect; nearly all actives have a fitted effect of over 60% in size
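Recombinant glycosomal PGK reaction used 1,3-bisphosphoglycerate generated in-well by GAPDH (100nM final) in 100mM TEA pH 7.6, 5mM MgCl2, 0.01% Tween-20. After 60 minutes at room temperature, ATP was read by Kinase-Glo Plus luminescence end-point.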
HP1b binding inh: inhibitors of HP1-beta chromodomain binding to methylated histone tails. AlphaScreen HP1-beta / biotin-H3K9me3 peptide binding. Potency, µM (highest dose often 114 µM), inactives show at the top dose activity change, negative = inhibition, hits mostly inhibitors. 0.56% of 390,000 active; further: potency means the concentration at half of the fitted maximal effect; nearly all actives have a fitted effect of over 70% in size; inactives centre near 23
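AlphaScreen: HP1-beta (50 nM) preformed 30 min with biotin-H3(1-18)K9me3 peptide (50 nM) in PBS pH 7.4, 0.01% Tween-20. Compound added for 30 min at RT, then streptavidin donor/nickel chelate acceptor beads (10 ug/mL) for 30 min.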
Starred values were filed as active, the others as inactive; i = inactive; ? = inconclusive; . = not tested or not shown; [ ] = remark or other dose. Unless noted, the call rests on the fitted dose curve; in most records, active means well fitted curve in the direction sought with a large enough effect; inconclusive means small, poorly fitted or top-dose-only effect, or another doubt; inactive means no such curve, though single readings can be large; an effect the other way counts as inactive or inconclusive.

SMILES	PI4K2A block	JMJD2A Tudor inh	Pin1 inhibitor	GLS inh	BAZ2B block	ERG-DNA inh	G9a inh	PGK inhibitor	HP1b binding inh
CCOC(=O)Cc1c(C)nc2cc(C)nn2c1C	-3	-12%	1%	1%	5%	-3%	28%[59 µM]	-1%	34%
COc1ccc2oc(C(=O)OCC(=O)N3CCCCC3)c(C)c2c1	0	-17%	-2%	1%	-31%	10%	-28%	-2%	-10%
COc1cc2c(cc1NC(=O)CSc1ccccc1)oc1ccccc12	-5	10%	34%[activator]	1%	13%	14%	23%[59 µM]	i	65%[activator]
c1cncc(CN=C2Nc3ccccc3CS2)c1	3	-3%	-3%	3%	-8%	-3%	-38%	i	13%
CCSc1nnc(NC(=O)[C@@H](NC(=O)c2ccc(C(C)(C)C)cc2)C(C)C)s1	2	-6%	60%[activator]	-3%	1%	-5%	22%[59 µM]	-5%	21%
Cc1ccc2ccc(C)[n+](CCCS(=O)(=O)[O-])c2c1	1	-32%[11.4 µM]	0%	6%	-12%	0%	-35%	9%	?
CCCc1nc(SCC(=O)N2CCCc3ccccc32)c2c(=O)n(C)c(=O)n(C)c2n1	-11	-23%	17%	-4%	-12%	6%	-42%[59 µM]	-7%	25%
O=C(NCc1ccncc1)C1CCN(S(=O)(=O)c2ccc(Cl)c(C(F)(F)F)c2)CC1	3	-14%	2%	7%	8%	7%	-14%	-6%	16%
C[C@H]1CCC[C@]2(CC(=O)c3cc(F)ccc3O2)C1	1	39%[activator]	-11%	-2%	37%	5%	-7%[2.33 µM]	i	98%[activator]
O=C(COc1cc(F)ccc1[N+](=O)[O-])Nc1ccc(N2CCCCC2)cc1	4	40µM*	-2%	2%	32µM*	2%	?	0%	?
CCN(CC)CCNC(=O)c1ccc(NC(=O)c2ccc(S(=O)(=O)N3CCCCCC3)cc2)cc1	-2	-17%	4%	-3%	-15%	5%	5%[2.33 µM]	-1%	13%
Cc1ccc(C(=O)OCC(=O)NCCc2ccc(S(N)(=O)=O)cc2)o1	4	-9%	-11%	0%	.	1%	.	-8%	7%
Cc1coc2c(C)c3oc(=O)c(CCC(=O)NCCCn4ccnc4)c(C)c3cc12	1	-24%	1%	-9%	-37%	14%	9%[12.7 µM]	i	10%
Fc1ccc(F)c(NC2=NCCCCC2)c1	-3	11%	-2%	0%	-12%	2%	10%	3%	14%[57 µM]
CSc1ccccc1Nc1ncnc(N)n1	0	-5%	3%	1%	1%	-1%	30%	0%	7%
COc1ccc(Cl)cc1C(=O)Nc1c2c(nn1-c1ccc(Cl)cc1)CS(=O)(=O)C2	6	-20%	-7%	-25%	-10%	4%	-5%[59 µM]	i	21%
CCCOc1ccc(CNC(=O)C(CC)n2nc(C)c3sc4ccccc4c3c2=O)cc1 (stereo not drawn)	0	-9%	12%	0%	-18%	-1%	-26%[59 µM]	8%	41%[activator]
CCCC(=O)N(Cc1cc(=O)[nH]c2ccccc12)c1ccccc1OC	-4	-15%	1%	1%	-14%	-15%	45µM*	-8%	20%
Cn1ncc2c(NCc3cccc(Cl)c3)ncnc21	-5	-13%	-7%	3%	-5%	0%	10%[59 µM]	-5%	49%[activator]
CC(Oc1ccccc1)C(=O)NC1C(=O)N2C1SC(C)(C)C2C(=O)O (stereo not drawn)	2	-2%	-2%	0%	-22%	-5%	-18%	-4%	19%
Cc1csc(NC(=O)c2cccc([N+](=O)[O-])c2C(=O)O)n1	-3	-12%	-4%	3%	-8%	4%	-12%[0.501 µM]	7%	31%
CCC1Oc2ccc(C)cc2N(CC(=O)NCc2ccc(F)cc2)C1=O (stereo not drawn)	0	-8%	-16%	5%	0%	-1%	3%[59 µM]	6%	24%
Cc1cc(C)c(OCCCn2ccnc2)c(C)c1	-3	-24%	1%	-1%	?	-7%	-12%[59 µM]	-9%	25%
CCOc1ccc(CNCc2ccccc2Cl)cc1	1	6%	-3%	-6%	-16%	4%	1%	i	27%
CCOc1ccc(OCC(=O)OCC(=O)N(CC(C)C)c2c(N)n(Cc3ccccc3)c(=O)[nH]c2=O)cc1	-4	-10%	29%	-4%	11%	0%	12%[0.501 µM]	-10%	38%
O=C(Cn1nnc(-c2cccc(C(F)(F)F)c2)n1)NC1CCCC1	-2	1%	0%	-8%	2%	0%	?	2%	22%
CCCn1c(SCC(=O)Nc2ccc(OC)cc2)nnc1-c1ccncc1	2	-8%	3%	15%	-1%	10%	14%	2%	29%
CC/C(=N\NC(=O)CSCc1ccc(Cl)cc1)c1ccc2c(c1)OCCO2	10	-7%	-2%	6%	-10%	4%	.	-6%	30%
CCC(=O)Nc1cc(C)c(O)c(-c2nc3ncccc3o2)c1	6	-13%	2%	3%	5%	-9%	-8%[59 µM]	-9%	9%
Cc1ccc(C(=O)NCc2cccs2)cc1S(=O)(=O)N1CCCCC1	-1	0%	0%	-2%	0%	.	1%[59 µM]	-16%	17%
CCN(CC(=O)NCc1ccc(Cl)cc1)C(=O)COc1ccc(Cl)cc1Br	0	-2%	-2%	-4%	?	15%	-41%	-1%	33%
N#CCc1nc2n(n1)Cc1ccccc1-2	-5	-16%	-11%	9%	14%	.	18%[59 µM]	-10%	10%
CCOC(=O)c1cnn(-c2nc3c(C)cccc3s2)c1C	2	-2%	9%	2%	8%	0%	8%	-8%	24%
O=C(NCc1ccccc1)c1ccc(=O)oc1	4	-8%	-1%	-3%	0%	-8%	?	-11%	11%
CN(C)c1ccc(NC(=O)CC(NCc2ccccn2)C(=O)O)cc1 (stereo not drawn)	?	18µM*	1%	26%	5.6µM*	2%	13%[59 µM]	0%	30%
O=C(CN1C(=O)NC2(CCCCC2)C1=O)NCCc1ccccc1	-2	-7%	3%	0%	.	0%	.	-10%	42%[activator]
CCOc1cc(CNC(=O)C2COc3ccccc3C2)cc(OCC)c1OCC (stereo not drawn)	0	-10%	-11%	7%	-1%	4%	0%[59 µM]	0%	21%[57 µM]
Cc1ccc(S(=O)(=O)NC2(C(F)(F)F)NC(=O)N(c3ccccc3F)C2=O)cc1 (stereo not drawn)	1	-12%	0%	-2%	5%	-11%	-2%	-3%	53%[activator]
O=C(NCCC1=CCCCC1)C(=O)c1c[nH]c2ccccc12	4	-6%	-5%	1%	-7%	-5%	-1%	2%	33%
c1ccc2oc(C3=NNC(=NC4CC4)SC3)cc2c1	-5	?	12%	18%	?	-2%	11µM*	-4%	-12%
CCOc1ccc(/C(=N\O)C(C)NO)cc1 (stereo not drawn)	-1	?	6%	63%[activator]	14%	.	?	0%	-8%
CCOC(=O)[C@H]1[C@H]2COc3ccc(Br)cc3[C@@H]2N2C(=O)CN(Cc3ccc(F)cc3)C(=O)[C@@]12C	0	-11%	17%	-4%	0%	2%	-2%[0.501 µM]	i	26%
O=C(O)CCC(=O)Nc1ccccc1C(=O)NCc1ccco1	4	-17%	-9%	-1%	-1%	3%	?	10%	41%[activator]
CC(=O)Cc1nsc(NC(=O)c2cn(-c3ccccc3)nc2-c2ccc(Br)cc2)n1	7	15%	0%	.	9%	0%	-1%	2%	18%
CCc1cccc(NC(=O)Cn2c(=O)ccc3cc(S(=O)(=O)N4CCC(C)CC4)ccc32)c1	4	-17%	11%	2%	2%	1%	-16%[59 µM]	-1%	14%[57 µM]
CCN1C(=O)C(O)(CC(=O)c2ccccn2)c2ccccc21 (stereo not drawn)	2	-14%	5%	.	8%	-1%	21%[12.7 µM]	i	7%
CCC(C)c1ccccc1NC(=S)NC(=O)c1ccco1 (stereo not drawn)	1	-13%	-2%	0%	-37%	6%	.	-6%	11%
CC1(C)CC(=O)C2=C(C1)c1c(ccc3ccccc13)NC2c1ccc(C(=O)O)cc1 (stereo not drawn)	-6	1%	-21%	3%	-3%	-1%	-11%	-4%	28%
O=S(=O)(c1ccc(S(=O)(=O)N(Cc2ccccc2)Cc2ccco2)cc1)N1CCCC1	-2	-9%	0%	-3%	.	4%	.	i	19%
Cc1cnc(CN2CCc3c([nH]c4ccccc34)C2C2CCCCC2)[nH]1 (stereo not drawn)	1	-20%[57.1 µM]	7%	-12%	-18%	-5%	-3%	4%	-6%
CC(C)(C)CC(=O)Nc1cc2c3c(c1)CCN3C(=O)CC2	-1	-9%	-9%	2%	-34%	0%	10%	-5%	29%
COc1ccc2oc(=O)c(-c3nc(-c4cccs4)no3)cc2c1	-2	-1%	-6%	10%	-16%	-6%	-2%[59 µM]	-10%	28%
COC(=O)c1cn[nH]c1NC(=S)Nc1ccc(C)cc1Cl	5	-11%	1%	8%	6%	6%	?	-1%	10%
